VIM-2 inhibitor = blocks Pseudomonas aeruginosa VIM-2 metallo-beta-lactamase | actives 0.89% (n = 290,000) | AID 1527 | inhibition, % at 5.6 µM | purified VIM-2, nitrocefin hydrolysis, epi-absorbance fluorescence;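 active means inhibition above the mean of all tested compounds plus 3 SD, cutoff set per screening run, cut at about 7.5% in these data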;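 further: red hydrolysis product quenches plate fluorescence so inhibitors raise well fluorescence; 0% = enzyme with DMSO and 100% = DMSO without enzyme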
UBC9 SUMO inh = inhibitors of human SUMOylation (UBC9); P63279; HTRF SUMOylation assay, SAE1/SAE2 + UBC9, in vitro; inhibition, % at 35 µM; actives 0.36% (n = 290,000); in the data active means inhibition above about 50%, passing the limit was not always enough; further: strong numbers were not always called active
NS3 helicase inh = HCV NS3 helicase inhibition | inhibition, % at 10.9 µM | NS3 helicase DNA unwinding, Cy5 molecular beacon fluorescence | actives 0.56% (n = 290,000) | AID 1800;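 active means inhibition above the mean of all tested compounds plus 3 SD, set per campaign, cut at about 35% in these data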;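 further: 0% = DMSO wells and 100% = thioflavine S control wells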
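Test system: hepatitis C virus NS3 helicase domain fragment enzyme. Also added: annealed dual-labelled DNA beacon duplex, ATP-started. Timing: 60 min unwinding reaction at 25 °C after ATP addition. Technique: Cy5 fluorescence. Measure: % inhibition of unwinding.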
CRFR2-BP antag = antagonists of CRF-binding protein/CRF-R2 receptor complex | inhibition, % at 11.8 µM | actives 0.59% (n = 350,000) | HEK293 CRF-R2/CRF-BP, CRF-induced calcium fluorescence;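 active means inhibition of the ligand-induced calcium signal above about 50% at the single tested concentration, limit read from the data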
p-CIP stab down = lowers stability of the mouse p/CIP coactivator protein | F442A p/CIP-EGFP cells, EGFP fluorescence, 16 h | decrease of EGFP signal, % at 10 µM | actives 0.01% (n = 290,000);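 active means EGFP signal decrease of at least 30% at 10 µM or well 3 SD below plate mean, unless failing retest; inactive means the rest, including hits failing retest or dose response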; further: some compounds called inactive have numbers as strong as hits; many of its hits are not listed in these tables
IDE cell inh = inhibitors of human insulin-degrading enzyme in cells; P14735; HEK cells, FAbetaB cleavage, fluorescence polarization; inhibition, % at 5.59 µM; actives 0.41% (n = 320,000);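 active means percent inhibition above the average of all tested compounds plus 3 SD, set per screening campaign, cut at about 16% in these data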;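 further: IDE supplied by intact live HEK cells; FP after avidin binding of uncleaved biotin substrate so inhibition keeps polarization high; 0% = DMSO wells and 100% = 60 µM reference IDE inhibitor Ii1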
Target sequence (P14735 whole entry, looked up): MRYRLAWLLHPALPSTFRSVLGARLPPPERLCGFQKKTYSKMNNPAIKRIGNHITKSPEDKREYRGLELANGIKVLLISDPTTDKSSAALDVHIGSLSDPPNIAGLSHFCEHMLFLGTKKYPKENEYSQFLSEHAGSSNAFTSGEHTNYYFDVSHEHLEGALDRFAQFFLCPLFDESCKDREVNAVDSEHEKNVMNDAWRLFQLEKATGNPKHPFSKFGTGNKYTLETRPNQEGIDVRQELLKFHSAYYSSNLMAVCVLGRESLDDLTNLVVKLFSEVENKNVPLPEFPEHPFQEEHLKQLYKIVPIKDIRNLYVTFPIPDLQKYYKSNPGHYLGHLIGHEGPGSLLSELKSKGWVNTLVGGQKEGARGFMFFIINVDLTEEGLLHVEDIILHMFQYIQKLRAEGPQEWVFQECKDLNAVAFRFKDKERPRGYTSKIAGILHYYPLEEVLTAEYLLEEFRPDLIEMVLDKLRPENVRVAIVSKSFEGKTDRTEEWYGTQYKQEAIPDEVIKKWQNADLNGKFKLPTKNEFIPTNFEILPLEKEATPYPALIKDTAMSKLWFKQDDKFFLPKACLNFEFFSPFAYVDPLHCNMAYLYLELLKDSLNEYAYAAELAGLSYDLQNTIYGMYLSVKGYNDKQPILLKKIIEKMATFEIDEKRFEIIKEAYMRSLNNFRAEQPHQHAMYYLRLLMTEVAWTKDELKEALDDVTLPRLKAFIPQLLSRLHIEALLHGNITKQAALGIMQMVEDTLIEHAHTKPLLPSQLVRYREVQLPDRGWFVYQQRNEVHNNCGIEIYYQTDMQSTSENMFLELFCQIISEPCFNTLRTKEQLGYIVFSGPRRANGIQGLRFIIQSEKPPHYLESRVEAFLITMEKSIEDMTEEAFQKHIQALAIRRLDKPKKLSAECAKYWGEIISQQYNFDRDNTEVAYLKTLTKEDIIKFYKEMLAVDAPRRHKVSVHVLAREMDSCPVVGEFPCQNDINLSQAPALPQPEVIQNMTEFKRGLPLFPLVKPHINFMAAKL
IDE act = boosts human insulin-degrading enzyme activity in HEK cells. P14735. FAbeta-B cleavage, fluorescence polarization; 0% vehicle, 100% cell-free pure enzyme wells. activation, % at 5.96 µM. actives 0.073% (n = 340,000). AID 493087;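 active means activation above the mean of all tested compounds plus 3 SD, set per screening campaign, cut at about 17% in these data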
GalR3 antagonist = human GalR3 antagonism | O60755 | HEK293 GalR3-CNG cAMP membrane potential fluorescence; galR3 body fused to GalR1 C-terminus | inhibition, % at 3 µM | actives 0.44% (n = 360,000);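 active means inhibition above the screen-wide average plus 3 SD, cut at about 13% in these data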;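 further: forskolin and galanin both at EC90 stimulate the cells; cAMP rise reported by CNG channel membrane potential dye signal; 0% = forskolin plus galanin with DMSO and 100% = forskolin alone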
IMP-1 inhibitor = inhibitors of Pseudomonas aeruginosa IMP-1 metallo-beta-lactamase; inhibition, % at 5.6 µM; actives 0.45% (n = 290,000); purified IMP-1, nitrocefin hydrolysis, epi-absorbance fluorescence; AID 1556;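 active means inhibition above the mean plus 3 SD of all compounds in the same screening run, cut at about 4.5% in these data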;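 further: 0% = IMP-1 with DMSO and 100% = DMSO wells lacking enzyme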
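Assay system: purified recombinant IMP-1 beta-lactamase. Input: IMP-1 0.2 nM before substrate addition. Buffer or medium: Zinc- and detergent-supplemented HEPES buffer, pH 7.1. Schedule: 25 °C, 15 min preincubation, 25 min reaction. Signal: Epi-absorbance fluorescence, 480 nm excitation, 530 nm emission. Evaluation: percent inhibition from optical density relative to buffer-blank wells.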
Active calls of the source: *; nt = not tested or not shown.

SMILES	VIM-2 inhibitor	UBC9 SUMO inh	NS3 helicase inh	CRFR2-BP antag	p-CIP stab down	IDE cell inh	IDE act	GalR3 antagonist	IMP-1 inhibitor
Cc1nc(SCc2ccc(Br)cc2)[nH]c(=O)c1C	0.1	-2	-5	10	1	-7	2	5	0.9
CCC(NC(=O)CCc1c(C)c2cc3c(-c4ccccc4)coc3cc2oc1=O)C(=O)O (stereo unspecified)	1.2	5	-2	18	-1	-1	-1	-14	-0.3
C[C@H](NC(=O)c1nc[nH]c1C(=O)N[C@@H](CCCCN)C(=O)OC(C)(C)C)C(=O)OC(C)(C)C	nt	nt	nt	-1	nt	-2	1	-3	nt
CCOc1ccc(OCc2ccc(C(=O)N/N=C(\C)c3ccccn3)cc2)cc1	-2.7	-27	0	-13	-6	5	1	-9	-2.6
CCCN(CCC)C(=O)c1c(C)[nH]c(C(=O)OCC)c1C	-0.3	-2	-4	nt	6	-2	nt	4	-3.6
Cc1ccc(NC(=O)[C@@H]2CCCN2C(=O)[C@@H]2Cc3ccccc3CN2)c(C)c1	-1.8	-3	11	-2	0	-4	7	-7	-3.3
CCc1nc(SCc2ccccn2)c2c(=O)n(C)c(=O)n(C)c2n1	-0.8	13	-1	-4	5	1	-3	nt	-0.2
CCCCCOc1ccc(CSC2=NCCN2)cc1[N+](=O)[O-]	0.1	9	-28	-15	-2	2	5	-5	-2.7
O=C(CC1NC(=O)NC1=O)Nc1cccc2ccccc12 (stereo unspecified)	-0.9	-17	-12	14	0	-4	1	-6	-5.6
Cc1ccc2[nH]c(=O)c(CN(CCO)C(=O)NCc3ccccc3)cc2c1	nt	9	nt	11	-6	-1	6	-4	nt
CCCCC(=O)NC(c1cccc([N+](=O)[O-])c1)c1c(OC(C)=O)ccc2ccccc12 (stereo unspecified)	-2.9	-34	0	12	-15	-2	0	-3	-2.3
CC(=O)c1c(C)oc2ccc(N(C(C)=O)S(=O)(=O)c3cccc([N+](=O)[O-])c3)cc12	1.4	2	7	-1	6	-1	-1	-1	1.7
N#Cc1nc(COc2ccc(Br)cc2)oc1N1CCN(Cc2ccccc2)CC1	-1.6	5	-14	-15	2	nt	4	-3	-1.9
CCCOc1ccc(/C=N/NC(=O)c2ccc(Cn3cc([N+](=O)[O-])cn3)o2)cc1	3.1	16	9	-16	-4	1	6	-2	-1.8
CC1CCCCN1C(=O)COC(=O)C1CCN(S(=O)(=O)c2ccc(Cl)c(C(F)(F)F)c2)CC1 (stereo unspecified)	nt	nt	nt	9	nt	3	6	-2	nt
CCCCNC(=O)CN(Cc1ccco1)S(=O)(=O)c1ccc(C(C)=O)cc1	nt	nt	nt	-5	nt	5	1	-6	nt
CN1CCN(S(=O)(=O)c2cc([N+](=O)[O-])ccc2N2CCCCCC2)CC1	1.1	28	-8	-11	-13	1	0	-5	-1.1
N/C(=N\OC(=O)Cc1cccs1)c1cccc([N+](=O)[O-])c1	-1.4	2	1	-22	-10	0	4	-12	-0.5
CC(=O)Nc1ccc(-c2cc(-c3ccc(NC(C)=O)cc3)nc(-c3ccc(NC(C)=O)cc3)n2)cc1	-0.6	-14	8	3	-2	-1	3	3	-1.3
O=C(Nc1ccccc1F)N1CCC(NC(=O)C23CC4CC(CC(C4)C2)C3)CC1	-3.4	16	-8	-2	-21	1	2	-6	-3.7
NS(=O)(=O)c1ccc(NC(=O)CSc2nc3ccccc3nc2N2CCOCC2)cc1	-0.7	-9	-1	10	-12	3	4	nt	-0.2
NS(=O)(=O)c1cccc(NC(=O)c2ccno2)c1	-2.8	2	-10	9	3	-3	6	-11	-0.7
COc1cc(/C=C/c2ccc3cccc(O)c3n2)ccc1O	-4.6	15	0	12	-5	6	-6	-12	-2.8
COC(=O)c1[nH]c2cccc(OC)c2c1NC(=O)CN1CC(C)OC(C)C1 (stereo unspecified)	-4.4	34	0	-13	0	7	3	-4	-3.5
Cc1ccc(C)c(N2CCN(C3CCCCC3NS(=O)(=O)c3ccccc3)CC2)c1 (stereo unspecified)	-1.4	-14	-44	-23	5	4	3	nt	-1.5
Other structures
SMILES	VIM-2 inhibitor	UBC9 SUMO inh	NS3 helicase inh	CRFR2-BP antag	p-CIP stab down	IDE cell inh	IDE act	GalR3 antagonist	IMP-1 inhibitor
Cc1ccc(C(C)(C)C)c(SCC(=O)Nc2nnc(C)s2)c1	-2.1	6	2	-80	-5	3	4	-8	-3.6
CCOc1cccc(NC(=O)CSc2sc3c(O)cc(=O)[nH]c3c2C#N)c1	-2.1	13	4	-6	-1	-4	0	-11	-2.0
COC(=O)c1ccc(Cl)c(-c2ccc(/C=N/NC(=O)Nc3ccccc3)o2)c1	-3.4	20	8	2	-11	2	-6	-1	-5.9
Cc1ccc(S(=O)(=O)N2CCCC2=O)c(C)c1N(C)S(C)(=O)=O	-0.9	0	7	-1	-10	-1	3	-4	-4.0
Cc1ccc(NC(=O)CSCC(=O)N=c2sccn2C)cc1	nt	nt	nt	-5	nt	9	1	-5	nt
COc1ccc(S(=O)(=O)N2CCSCC2)cc1C(N)=O	-1.9	11	-2	20	-1	3	1	-4	-1.3
COc1ccc(S(=O)(=O)N2CCN(Cc3ccc4c(c3)OCO4)CC2)cc1	-1.6	2	-5	43	-3	1	7	-5	-0.2
CC(=O)c1c(C)[nH]c(C(=O)Nc2cccc3ccccc23)c1C	2.6	-5	24	-4	-9	-4	7	-8	2.5
O=[N+]([O-])c1cc(S(=O)(=O)C(F)(F)F)ccc1N1CCN(c2ccccc2)CC1	-0.4	-20	-13	-37	-2	2	-1	-5	-2.6
CN1C(=O)/C(=C/c2cc3c(cc2Br)OCO3)NC1=S	-1.9	5	1	-40	-20	1	0	1	-4.2
S=C1N(c2ccccc2)CN(CCN2CCOCC2)CN1c1ccccc1	-4.2	-9	9	2	-6	9	nt	0	-3.3
COC(=O)c1ccc(NC(=S)NC2CCc3ccccc32)cc1 (stereo unspecified)	-4.9	5	5	-16	-20	8	0	-6	0.0
Fc1ccccc1Nc1nc(Cl)nc(Cl)n1	-2.4	8	12	-12	7	-2	-2	-6	-3.8
O=c1c(Cl)c(Cl)cnn1Cc1nnc(-c2ccccc2Br)o1	-1.3	-7	6	-220	-29	nt	3	9	-4.6
CCS(=O)(=O)c1ccc2c(c1)N(S(C)(=O)=O)CC(C(=O)NC1CC1)O2 (stereo unspecified)	0.6	1	-2	-23	-8	-4	3	5	-0.7
CCc1cccc(NC(=O)CN(C)S(=O)(=O)c2cnc[nH]2)c1	-3.9	-9	-2	-8	5	5	1	0	-3.7
O=C(NC1CCN(C(=S)NCCc2ccccc2)CC1)C1CC1	1.3	8	-4	4	-3	0	1	-3	0.1
CCn1c(CC(=O)Nc2ccc(Cl)c(Cl)c2)nnc1SCc1ccc(C)cc1	-1.4	5	1	15	1	1	1	-3	-2.1
Oc1c(C(c2cccs2)N2CCC3(CC2)OCCO3)sc2ncnn12 (stereo unspecified)	0.3	11	4	19	-7	1	-3	nt	-1.6
O=C(NCc1ccccc1)C(c1ccc(F)cc1)N(Cc1ccc2c(c1)OCO2)C(=O)Cn1nnc(-c2cccs2)n1 (stereo unspecified)	-3.2	8	2	12	-7	5	-2	-5	0.5
CC(=O)Oc1ccc2c(c1)C(=O)c1ccccc1C2=O	4.8	7	8	15	-11	4	1	-5	-0.8
O=C(O)CC(NC(=O)C(c1ccccc1)c1ccccc1)c1ccco1 (stereo unspecified)	-3.5	11	-5	3	-2	-2	3	6	-3.8
CC(C)NS(=O)(=O)c1ccc(Br)c(C(=O)OC(C)C(=O)NC2CCCCC2C)c1 (stereo unspecified)	nt	nt	nt	5	nt	5	5	-7	nt
COc1ccc(N2CCN(C(=O)C3CCN(S(=O)(=O)N4CCOCC4)CC3)CC2)cc1	-4.4	20	1	26	-5	nt	1	0	-3.1
CC(C)NC(=O)c1ccc2c(c1)S(=O)(=O)c1ccccc1C2=O	1.8	7	14	6	-20	-1	7	-2	-1.4
Next part
SMILES	VIM-2 inhibitor	UBC9 SUMO inh	NS3 helicase inh	CRFR2-BP antag	p-CIP stab down	IDE cell inh	IDE act	GalR3 antagonist	IMP-1 inhibitor
O=C(C1COc2ccccc2O1)N1CCN(S(=O)(=O)c2ccccc2)CC1 (stereo unspecified)	-0.2	-6	-1	0	-14	-1	5	-5	-1.1
COc1cccc(OC)c1OCCOc1ccc(C(=O)c2ccccc2)cc1	-0.9	4	1	-11	-2	2	2	-2	-2.7
CCCCCn1c(=O)c(-c2nc3ccccc3c(=O)[nH]2)c(O)c2ccccc21	-5.3	3	6	nt	-12	nt	nt	nt	-6.3
COc1ccc2c(c1OC)C(=O)N1N=C(c3ccc(-c4ccccc4)cc3)CC21 (stereo unspecified)	-1.7	19	3	17	-1	3	-6	-5	-1.7
CCOC(=O)C1CCN(S(=O)(=O)c2cccc(-c3csc(C)n3)c2)CC1	-4.1	1	-2	-21	-2	3	8	-2	-5.0
COc1cccc(CN2C(=O)C3CCCN3c3ccc(S(=O)(=O)N4CCOCC4)cc32)c1 (stereo unspecified)	-2.4	27	-1	nt	-2	1	nt	nt	-2.2
COc1cccc(-c2csc(/C(C#N)=C/Nc3cc4oc5ccccc5c4cc3OC)n2)c1	-1.6	15	12	-16	-13	-3	2	-5	0.0
C=CCC(CC=C)(NC(=O)c1ccccc1C(=O)O)c1ccccc1	-4.1	9	-3	3	3	-1	5	-10	-2.5
N#Cc1ccc(COC(=O)c2cc(=O)c3ccccc3o2)cc1	0.2	12	15	-13	3	3	-4	-6	-3.0
Cc1nnc(-c2ccc(Oc3ccc(Br)cc3)c([N+](=O)[O-])c2)o1	-0.7	6	0	28	-5	2	-1	-6	-2.2
O=C(C1=NOC(CNc2ncc(C(F)(F)F)cc2Cl)C1)N1CCOCC1 (stereo unspecified)	-4.1	11	3	-4	0	2	5	-4	-2.3
Cc1nn(CCC#N)c2nc(C(F)(F)F)[nH]c(=O)c12	-3.2	11	-8	9	-11	4	3	2	-3.3
CC(C)NCC(=O)NC12CC3CC(CC(C3)C1)C2	-2.6	-5	5	14	0	2	0	-1	-5.8
Cc1cc(N2CCCCC2)nc2ccc(NC(=O)c3ccc(Br)o3)cc12	-2.6	17	-10	-11	-8	0	1	-5	-2.5
Cc1nn(-c2ccccc2)c(N)c1N=Nc1ccc2ccccc2c1	-3.0	-24	-3	1	7	1	-3	-4	-0.5
CC(Oc1ccccc1Cl)C(=O)Nc1ccccc1C(=O)N1CCOCC1 (stereo unspecified)	-2.1	4	-2	5	1	0	3	-5	-1.9
Cc1cc(C(F)F)n2ncc(C(=O)NCc3ccc(F)cc3)c2n1	-2.1	-19	3	-1	6	3	10	6	-0.3

3 compounds out of the list, arranged by SMILES length, falling.
SMILES	VIM-2 inhibitor	UBC9 SUMO inh	NS3 helicase inh	CRFR2-BP antag	p-CIP stab down	IDE cell inh	IDE act	GalR3 antagonist	IMP-1 inhibitor
O=C(C1COc2ccccc2O1)N1CCN(S(=O)(=O)c2ccccc2)CC1 (stereo unspecified)	-0.2	-6	-1	0	-14	-1	5	-5	-1.1
Cc1nn(-c2ccccc2)c(N)c1N=Nc1ccc2ccccc2c1	-3.0	-24	-3	1	7	1	-3	-4	-0.5
N#Cc1ccc(COC(=O)c2cc(=O)c3ccccc3o2)cc1	0.2	12	15	-13	3	3	-4	-6	-3.0

Screens: PubChem BioAssay, several laboratories
